Screening data (PubChem BioAssay)
DDE Tn7 FP inh: inhibitors of Tn7 peptide binding to human fibrin DD(E). inhibition, % at 8.3 µM. P02675. AID 720508. 0.13% of 370,000 active. FP displacement of FITC-Tn7 peptide from fibrin DD(E); 0% = median of compound wells per plate;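 active means inhibition above the mean of compounds falling within the control limits plus 3 SD of them, cut at about 14% in these data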;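 further: 0% = plate median of compound wells and 100% = 10 µM Aha-Tn7 peptide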
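Assay system: Human fibrin DD(E) protein | Medium: Tris buffer with calcium and detergent, pH 7.8 | Reagent: 0.1 µM fluorescent Tn7 | Compound dosing: Single point at 8.3 µM | Times: 10 min preincubation, 3 h with tracer, room temperature | Detection: Fluorescence polarization of the labelled Tn7 tracer | Controls: Aha-Tn7 high control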
DDE Tn6 FP inh: disrupts Tn6 cyclic peptide binding to fibrin D-Dimer-E complex | P02675 | Fibrin DD(E) TRITC-Tn6 fluorescence polarization displacement | inhibition, % at 8.3 µM | 0.21% of 370,000 active;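 active means inhibition above a per-campaign cutoff: mean of compounds within control limits plus 3 SD, cut at about 15% in these data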;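 further: 0% = median of all compound wells on the plate and 100% = blocking peptide control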
ARFGAP1 inhibitor: inhibits rat ARF GTPase activating protein 1; Q62848; 0.26% of 360,000 active; inhibition, % at 16.5 µM; AID 651572; Arfgap1-stimulated ARF1 GTP hydrolysis, GDP FP detection;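 active means inhibition above a per-plate limit, mean inhibition of low control wells plus 3 SD, cut at about 25% in these data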;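 further: 0% = DMSO wells with enzyme and 100% = wells lacking Arfgap1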
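Material: truncated rat Arfgap1 GAP domain; Incubation: compound-enzyme preincubation 20 min, reaction 120 min, detection 60 min, 25 °C; Read-out: percent inhibition of Arfgap1-stimulated GTP hydrolysis; Technique: FP, GDP Alexa 633 tracer displaced from anti-GDP antibody, 620/688 nm; Controls: No-Arfgap1 wells (100%) versus DMSO full-reaction wells (0%); Replication: single well per compound.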
ADAM17 inh: inhibitors of human ADAM17. P78536. recombinant ADAM17, EDANS/DABCYL FRET peptide cleavage. inhibition, % at 6.95 µM. 0.83% of 370,000 active;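 active means inhibition above the mean of compounds lying between control limits plus 3 SD, set per campaign, cut at about 8.5% in these data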;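 further: 0% = DMSO-only wells as the low control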
SIAE inh: blocks human sialic acid acetylesterase | SIAE FP-Rh probe binding, fluorescence polarization | 0.69% of 370,000 active | inhibition, % at 9.66 µM | Q9HAT2;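 active means inhibition above a cutoff: mean of compounds within the control limits plus 3 SD of those, cut at about 17% in these data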;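 further: 0% = plate median of compound wells and 100% = probe without SIAE protein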
Target sequence (Q9HAT2 whole entry, looked up): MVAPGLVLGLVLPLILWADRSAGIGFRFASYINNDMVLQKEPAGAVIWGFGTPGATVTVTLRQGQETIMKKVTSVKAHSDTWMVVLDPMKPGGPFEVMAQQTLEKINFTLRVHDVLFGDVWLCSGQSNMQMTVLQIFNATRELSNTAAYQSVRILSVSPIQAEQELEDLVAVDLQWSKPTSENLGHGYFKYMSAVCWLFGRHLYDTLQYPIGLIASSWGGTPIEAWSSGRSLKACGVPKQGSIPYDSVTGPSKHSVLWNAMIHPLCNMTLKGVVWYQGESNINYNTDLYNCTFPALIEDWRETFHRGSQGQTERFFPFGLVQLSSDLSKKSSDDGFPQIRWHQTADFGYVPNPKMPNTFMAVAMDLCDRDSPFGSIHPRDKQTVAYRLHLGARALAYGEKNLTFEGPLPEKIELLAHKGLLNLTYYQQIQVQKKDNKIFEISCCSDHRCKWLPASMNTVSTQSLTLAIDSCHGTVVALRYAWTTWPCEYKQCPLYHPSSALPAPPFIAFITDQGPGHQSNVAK
ASAP1 GAP inh: ASAP1 ArfGAP inhibition; Q9ULH1; ASAP1-stimulated ARF1 GTP hydrolysis, GDP FP detection; inhibition, % at 16.5 µM; 0.19% of 360,000 active; AID 624377; in the data active means inhibition above about 25%;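 further: 0% = vehicle with enzyme and substrate and 100% = no enzyme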
PLC-beta3 inh: PLC-beta3 (human) inhibition, primary screen. Purified PLC-beta3, fluorogenic substrate, fluorescence. inhibition, % at 12.2 µM. Q01970. 0.18% of 370,000 active; in the data active means inhibition above about 11%;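 further: 0% = median of compound wells on plate and 100% = full blocker control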
TDP2 inh: blocks human TDP2 phosphodiesterase activity. 0.34% of 370,000 active. recombinant TDP2, T5PNP hydrolysis, p-nitrophenol absorbance 415 nm. inhibition, % at 12.8 µM. AID 720702. O95551;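 active means inhibition above the mean of all tested compounds plus 3 SD, set per campaign, cut at about 25% in these data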;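 further: 0% = DMSO with enzyme and 100% = buffer with substrate but no TDP2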
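test system = human TDP2 enzyme | input = TDP2 enzyme at 120 nM final | medium = 50 mM Tris-HCl pH 7.5 with Mg2+, KCl, DTT, BSA | also added = T5PNP substrate, 5 mM | times = 2 h at 37 °C | technique = epi absorbance | benchmarks = high control without enzyme, low control DMSO plus TDP2 | replication = each compound tested once, singlicate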
ADAM10 inh: ADAM10 inhibition, QFRET primary screen | O14672 | recombinant ADAM10, EDANS/DABCYL FRET peptide cleavage, 3 h | inhibition, % at 7 µM | 0.62% of 370,000 active;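 active means inhibition above a per-campaign cutoff equal to the mean of compounds falling between control-based bounds plus 3 SD, cut at about 20% in these data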;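 further: 0% = DMSO wells while the 100% control is not disclosed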
Target sequence (O14672 214-748 limits assumed): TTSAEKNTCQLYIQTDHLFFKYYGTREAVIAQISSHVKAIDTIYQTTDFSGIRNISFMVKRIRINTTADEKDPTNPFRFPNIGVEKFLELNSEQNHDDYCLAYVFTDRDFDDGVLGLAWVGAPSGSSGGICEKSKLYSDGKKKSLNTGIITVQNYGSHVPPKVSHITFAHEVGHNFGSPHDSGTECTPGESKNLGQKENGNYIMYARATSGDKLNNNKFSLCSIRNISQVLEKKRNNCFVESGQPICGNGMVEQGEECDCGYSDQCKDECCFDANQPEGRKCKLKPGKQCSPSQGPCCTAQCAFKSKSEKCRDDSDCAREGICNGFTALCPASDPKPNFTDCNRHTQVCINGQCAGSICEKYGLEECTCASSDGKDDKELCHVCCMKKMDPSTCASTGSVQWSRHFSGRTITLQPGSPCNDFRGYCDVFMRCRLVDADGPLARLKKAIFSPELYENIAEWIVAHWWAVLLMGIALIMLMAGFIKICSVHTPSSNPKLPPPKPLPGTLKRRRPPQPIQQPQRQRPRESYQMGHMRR
PLCg1 inh: inhibitors of human phospholipase C gamma1; P19174; AID 720700; purified PLC-gamma1, fluorogenic substrate, fluorescence; 0.84% of 370,000 active; inhibition, % at 12.2 µM; in the data active means inhibition above about 9.5%
The depositor's hits bear a star; i = inactive. Compounds were not picked by outcome, and some 3.6% of all compounds hit somewhere here.

SMILES	DDE Tn7 FP inh	DDE Tn6 FP inh	ARFGAP1 inhibitor	ADAM17 inh	SIAE inh	ASAP1 GAP inh	PLC-beta3 inh	TDP2 inh	ADAM10 inh	PLCg1 inh
CCCCn1cnc2c1c(=O)n(CC(=O)c1cc(C)n(C)c1C)c(=O)n2CC(C)C	-4	5	-7	2	3	11	6	-5	7	3
O=C(NC(=S)NCc1ccccc1)c1ccc2c(c1)OCO2	-9	6	6	1	0	12	-5	2	-1	-2
CC(=O)C1=C(O)C(=O)N(Cc2ccccc2)C1c1cccc([N+](=O)[O-])c1 (stereo not drawn)	-6	5	9	5	2	9	-1	-14	9	5
C=CCN(CC=C)CCOc1ccccc1	-3	-8	-3	-2	0	11	6	5	-4	4
COC(=O)c1ccccc1S(=O)(=O)N1CCC(C(=O)Nc2ccccc2N2CCOCC2)CC1	-2	2	10	1	-4	-14	-2	-8	-3	-1
NC(=O)c1cc([N+](=O)[O-])c(Cl)cc1NCc1ccncc1	-5	-3	-10	2	2	17	-13	-9	-1	-7
O=C1CC(C(=O)Nc2ccc(C(=O)N3CCOCC3)cc2)C2(CCCCC2)O1 (stereo not drawn)	-4	-5	8	-4	8	-4	2	5	0	-3
CC1=C(C(=O)N2CCOCC2)C(c2cccc(C)c2)NC(=S)N1 (stereo not drawn)	-3	-3	2	-3	-2	-6	3	8	-4	3
O=S1(=O)N=C(N2CCCC2)c2ccccc21	0	-2	-1	-6	-8	2	-5	-11	-5	4
O=C(OCc1nnc(-c2ccccc2)o1)c1cc(=O)[nH]c2ccccc12	-5	3	2	-8	-2	-15	-15	0	-23	-12
CCOc1ccccc1N1C(=O)c2ccc(S(=O)(=O)c3ccc(C(=O)O)cc3)cc2C1=O	7	6	14	-2	1	7	-5	4	-3	-2
Fc1cnc(N2CCOCC2)nc1N1CCc2ccccc21	8	-4	10	-9	5	10	-76	-5	-19	-65
O=C(O)c1cc2ccc(O)cc2oc1=O	2	1	0	i	5	9	i	-2	i	i
OC(c1ccccc1)c1ncc(-c2cccc(OCc3ccccc3)c2)[nH]1 (stereo not drawn)	-2	-13	12	8	-9	1	-8	-11	12	-3
O=C(CSc1nc(NS(=O)(=O)c2ccccc2)cc(=O)[nH]1)Nc1ccccc1Cl	0	1	5	2	-11	-5	-2	-7	-2	-2
CCc1nc(N)c(C#N)c(-c2ccc(OC)c(OC)c2)c1C	0	6	4	-15	-11	-8	-38	-6	-38	-36
CCCCOc1nc2c(c(=O)n(C)c(=O)n2C)n1C	-2	-2	-4	-6	-3	15	-6	0	-4	-1
CC(C)c1ccccc1NC(=O)c1cccc(NC(=O)c2ccccc2)c1	0	1	9	3	-12	8	-1	-4	-2	0
Cc1nc2ccccc2n1/N=C/c1cccnc1	-4	-2	-11	-6	4	-2	-3	-1	-4	2
C[C@@H]1CN([C@@H](C)CO)C(=O)CCCn2nncc2CO[C@H]1CN(C)S(=O)(=O)c1ccc2ccccc2c1	-2	-8	5	-1	-2	-5	-1	-12	-3	-5
CN(CCc1ccccc1)C(=O)c1ccc(NC(=O)Cc2ccc(NC(=O)C3CCCN(S(=O)(=O)c4cccc([N+](=O)[O-])c4)C3)cc2)cc1 (stereo not drawn)	6	-5	4	-6	-54	7	2	0	-8	-1
COc1cccc(C(=O)/C=C2\NCCc3cc(OC)c(OC)cc32)c1	2	-1	7	-266	5	-14	i	4	i	i
COc1ccccc1/C=C\C=N\NC(=O)c1ccco1	-4	2	22	-6	0	2	-2	6	-14	-5
O=C(Nc1ccc(Cl)cc1)c1cc2nc(C3CC3)cc(C(F)(F)F)n2n1	-3	-10	-1	-7	-5	-3	-17	-1	-30	-13
Cc1nc2ccccc2n1Cc1ccccc1	-5	1	1	-75	3	1	-1	-5	-3	1
C=CCNC(=S)NNC(=O)c1cccc(Br)c1	0	1	-4	2	2	6	0	13	3	2
COC[C@H]1CCCN1c1ccc2c(c1)O[C@@H](COCc1ccccc1)CN([C@@H](C)c1ccccc1)S2(=O)=O	-11	1	15	2	0	5	0	2	3	0
CC1CN(C(=O)Cn2cc(SCC(=O)N3CCOCC3)c3ccccc32)CC(C)O1 (stereo not drawn)	-5	-1	-1	-1	3	-4	-3	-5	-2	1
CN(C(=O)c1cccc([N+](=O)[O-])c1)c1ccccc1C(=O)NCc1ccccc1	-8	-3	8	-7	1	-1	-7	8	-11	0
COc1ccc(CCNc2cc(N3CCN(C(=O)c4ccccc4OC)CC3)ccc2[N+](=O)[O-])cc1OC	-7	1	11	-5	-1	-6	-4	5	-1	-2
C[C@@H](NC(=O)c1nc[nH]c1C(=O)NCC(=O)OCc1ccccc1)c1ccccc1	1	2	-2	4	-8	0	1	-4	17	1
COc1cccc(CN2CCN(C(=O)c3cc(-c4ccccn4)nc4ccc(Cl)cc34)CC2)c1	-1	-1	12	0	1	-1	-11	2	6	-4
O=C(CCS(=O)(=O)c1ccc(F)cc1)Nc1ccc(N2CCN(Cc3ccccc3)CC2)cc1	2	-2	3	0	4	4	-6	-12	3	5
COc1ccc([C@H]2C[C@H](n3cc(COC(=O)c4ccccc4)nn3)[C@@H](O)CN2C(=O)C2CCCCC2)cc1	0	-1	-1	0	3	2	-3	-1	-91	-1
COC(=O)c1sc(-c2ccc(Cl)cc2)cc1NC(=O)CSCC(=O)O	0	0	-4	-57	-3	0	-30	4	-138	-12
CS(=O)(=O)N1CCCC(C(=O)Nc2ccc(F)cc2F)C1 (stereo not drawn)	1	3	-4	-3	-8	2	1	6	-7	0
CCCCCc1cc(=O)oc2c(C(CCN3CCN(c4ccccc4)CC3)c3ccc4c(c3)OCO4)c(OC)cc(OC)c12 (stereo not drawn)	2	4	4	-7	3	9	-6	5	7	-2
CC(NS(=O)(=O)c1ccc(Br)cc1)C(c1cccs1)N1CCN(C)CC1 (stereo not drawn)	-2	-6	-2	-1	2	-6	1	8	-7	2
CN(Cc1nc(-c2cnccn2)no1)CC1(c2ccccc2)CC1(C)C (stereo not drawn)	-3	-4	0	-1	5	6	-3	-4	5	2
COC(=O)CCS(=O)(=O)c1ccc(NC(C)=O)cc1	-2	1	-8	-1	6	13	4	-4	-2	0
O=C(CN1C(=O)c2ccccc2S1(=O)=O)NCc1ccco1	8	-3	3	-4	-3	-1	1	3	-6	0
CCOc1cccc2sc(=NC(=O)CCS(=O)(=O)c3ccccc3)n(CC)c12	-1	-2	2	-5	-3	-6	-14	-9	-11	2
Cc1nn(C)c(C)c1/C=C(/C(=O)C(C)(C)C)n1cncn1	-4	2	14	1	-11	-12	-1	-3	4	3
CC(C)C(C)NC(=O)COc1ncnc2ccccc12 (stereo not drawn)	-8	-3	20	-3	-3	3	-3	4	-10	-3
Cn1c(NC(=O)c2ccccc2Br)cc(=O)n(C)c1=O	1	4	-3	0	3	-4	2	1	-3	1
Cc1nnc(N2C(=O)C(O)=C(C(=O)c3ccco3)C2c2cccc3ccccc23)s1 (stereo not drawn)	-3	-7	-13	-2	6	1	-33	5	-5	-20
COc1ccc(-n2nc(C(=O)NCc3ccco3)c3c4ccccc4n(C)c3c2=O)cc1Cl	3	-3	1	-3	-3	-10	-6	-6	-10	-4
Cc1ccc(S(=O)(=O)/N=C(/Nc2cccc(C(=O)O)c2)c2ccccc2)cc1	3	-4	5	-3	4	-2	-4	8	1	0
O=c1[nH]c2ccc(S(=O)(=O)N3CCN(c4ccccc4)CC3)cc2[nH]c1=O	-8	-8	5	-16	0	16	-7	-15	-13	-7
Cc1ccccc1CS(=O)(=O)Cc1ccc(C(=O)NC2CCCC2)o1	4	1	-10	-2	-3	-12	1	-11	-1	0
O=C(Nc1cccc2ccccc12)N1CCN(c2ccc(F)cc2)CC1	4	-1	-3	-33	5	-3	-58	4	-96	-40
CCOCCn1c(CN2CCCC(C)C2)nc2c1c(=O)n(C)c(=O)n2C (stereo not drawn)	-5	-1	-5	1	-5	1	-1	-1	-2	-3
CC1CCC(C(=O)NC(C(=O)NCCCN2CCOCC2)C(C)C)CC1 (stereo not drawn)	3	-4	14	0	2	0	0	2	-5	0
Cc1ccc(S(=O)(=O)Nc2cccc(C(=O)NCc3ccccn3)c2)cc1F	0	-3	11	1	-2	-22	-4	-7	1	4
CCC(Oc1ccccc1)C(=O)Nc1nc2c(s1)C(=O)CC(C)(C)C2 (stereo not drawn)	-5	10	9	-13	6	13	-7	12	-39	-5
Cc1c(C)n(C)c2ccc(C(=O)NCCCN3CCN(c4ccccc4F)CC3)cc12	3	-7	4	-6	5	1	-28	-4	-8	-9
O=S1(=O)CC(N2CCSCC2)CN1Cc1cn(Cc2ccc(C(F)(F)F)cc2)nn1 (stereo not drawn)	-4	-2	-4	5	-4	-10	6	-12	4	13*
O=C1[C@@H]2[C@H](C(=O)N1Cc1cccnc1)[C@H]1C=C[C@@H]2C1	10	3	-1	-3	-5	-10	-3	7	-2	2
Cc1cccc(NC(=O)CCN2CC(C)CC(C)C2)c1 (stereo not drawn)	-2	7	-2	0	1	-6	-8	8	3	1
COc1ccc(C(=O)NCC(C)(c2ccccc2)c2ccccc2)cc1S(=O)(=O)N1CCOCC1	5	0	12	7	-5	-12	-8	-7	2	1
CCCn1ccc(O)c(Cc2ccc(Cl)cc2)c1=O	-2	-1	9	0	12	0	-3	7	-7	-2
CC(=O)Nc1cccc(NC(=O)c2ccccc2OCc2c(C)noc2C)c1	-1	-1	7	-4	-3	-9	-7	-1	-11	-5

Five compounds out of the list above, arranged by the number in TDP2 inh, low to high.
SMILES	DDE Tn7 FP inh	DDE Tn6 FP inh	ARFGAP1 inhibitor	ADAM17 inh	SIAE inh	ASAP1 GAP inh	PLC-beta3 inh	TDP2 inh	ADAM10 inh	PLCg1 inh
O=S1(=O)CC(N2CCSCC2)CN1Cc1cn(Cc2ccc(C(F)(F)F)cc2)nn1 (stereo not drawn)	-4	-2	-4	5	-4	-10	6	-12	4	13*
COc1ccc(C(=O)NCC(C)(c2ccccc2)c2ccccc2)cc1S(=O)(=O)N1CCOCC1	5	0	12	7	-5	-12	-8	-7	2	1
COc1ccc(-n2nc(C(=O)NCc3ccco3)c3c4ccccc4n(C)c3c2=O)cc1Cl	3	-3	1	-3	-3	-10	-6	-6	-10	-4
O=C1[C@@H]2[C@H](C(=O)N1Cc1cccnc1)[C@H]1C=C[C@@H]2C1	10	3	-1	-3	-5	-10	-3	7	-2	2
Cc1cccc(NC(=O)CCN2CC(C)CC(C)C2)c1 (stereo not drawn)	-2	7	-2	0	1	-6	-8	8	3	1
